# Screening data (PubChem)
# COUP-TFII inh – blocks human COUP-TFII nuclear receptor | AID 686940 | inhibition, % at 8.6 µM | actives 0.7% (n = 370,000) | HEK293T NGFI-A luciferase reporter, luminescence;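 active means inhibition above a per-plate cutoff, mean inhibition of test wells between control levels plus 3 SD, cut at about 38% in these data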;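 further: cells cotransfected with COUP-TFII expression vector driving the NGFI-A reporter; 0% = median of COUP-TF2 test wells and 100% = reporter-only cells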
# TLR9-MyD88 inh – blocks human TLR9 binding to MyD88; AID 504734; inhibition, % at 4.98 µM; Q9NR96+Q99836; actives 0.21% (n = 340,000); CHO BLA complementation TLR9-MyD88, CCF4 FRET ratio;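 active means inhibition above the mean over all tested compounds plus 3 SD, cut at about 21% in these data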;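 further: 0% = DMSO only wells and 100% = clavulanate BLA inhibitor control wells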
# ABHD5-PLIN5 inh – inhibitors of human ABHD5-perilipin-5 interaction; Split G. princeps luciferase complementation, luminescence, 4 h; Q00G26+Q8WTS1; actives 0.78% (n = 360,000); inhibition, % at 4 µM;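 active means inhibition above the mean inhibition across every tested compound plus 3 SD, cut at about 22% in these data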;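 further: 0% = DMSO only wells and the 100% control is not disclosed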
# NR5A2 inv ag – NR5A2 inverse agonism in reporter assay; O00482; HEK293T StAR-luciferase reporter, LRH-1 transfected, 24 h; inhibition, % at 3.6 µM; actives 0.13% (n = 360,000);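 active means inhibition above the mean inhibition of all tested compounds plus 3 SD, cut at about 73% in these data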;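 further: 0% = DMSO wells and 100% = reporter-only cells lacking LRH-1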
# TWEAK Fn14 block – inhibitors of TWEAK-Fn14 interaction signaling; TWEAK-stimulated Fn14 reporter cells, luciferase luminescence, 8 h; inhibition, % at 10 µM; actives 2% (n = 360,000); in the data active means inhibition above about 50%
# NCOA1 inh – inhibits human SRC1 coactivator. actives 0.12% (n = 360,000). HEK293 GAL4-SRC1 luciferase reporter, luminescence. Q15788. inhibition, % at 3.6 µM;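 active means inhibition above the campaign mean plus 3 SD, with each screening campaign given its own cutoff, cut at about 60% in these data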;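 further: 0% = DMSO treated cells and 100% = gossypol at 36 µM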
# NOD2 RIPK2 PPI – NOD2-RIPK2 protein interaction inhibition; O43353; CHO BLA complementation NOD2-RIPK2, CCF4 ratio; inhibition, % at 4.98 µM; actives 0.38% (n = 360,000); in the data active means inhibition above about 21%;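 further: 0% = vehicle only and 100% = reference blocker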
# SRC3 inh – inhibits human SRC3 coactivator; inhibition, % at 3.6 µM; AID 588352; HEK293 GAL4-SRC3 luciferase reporter, luminescence; Q9Y6Q9; actives 0.17% (n = 360,000);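 active means inhibition above a per-campaign cutoff, the mean of all compounds plus 3 SD, cut at about 60% in these data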;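 further: 0% = DMSO-treated cells and 100% = gossypol-treated cells at 36 µM; higher means less SRC3-driven luciferase light from the GAL4 reporter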
# Target sequence (Q9Y6Q9 whole entry, looked up, the tested form may be a part): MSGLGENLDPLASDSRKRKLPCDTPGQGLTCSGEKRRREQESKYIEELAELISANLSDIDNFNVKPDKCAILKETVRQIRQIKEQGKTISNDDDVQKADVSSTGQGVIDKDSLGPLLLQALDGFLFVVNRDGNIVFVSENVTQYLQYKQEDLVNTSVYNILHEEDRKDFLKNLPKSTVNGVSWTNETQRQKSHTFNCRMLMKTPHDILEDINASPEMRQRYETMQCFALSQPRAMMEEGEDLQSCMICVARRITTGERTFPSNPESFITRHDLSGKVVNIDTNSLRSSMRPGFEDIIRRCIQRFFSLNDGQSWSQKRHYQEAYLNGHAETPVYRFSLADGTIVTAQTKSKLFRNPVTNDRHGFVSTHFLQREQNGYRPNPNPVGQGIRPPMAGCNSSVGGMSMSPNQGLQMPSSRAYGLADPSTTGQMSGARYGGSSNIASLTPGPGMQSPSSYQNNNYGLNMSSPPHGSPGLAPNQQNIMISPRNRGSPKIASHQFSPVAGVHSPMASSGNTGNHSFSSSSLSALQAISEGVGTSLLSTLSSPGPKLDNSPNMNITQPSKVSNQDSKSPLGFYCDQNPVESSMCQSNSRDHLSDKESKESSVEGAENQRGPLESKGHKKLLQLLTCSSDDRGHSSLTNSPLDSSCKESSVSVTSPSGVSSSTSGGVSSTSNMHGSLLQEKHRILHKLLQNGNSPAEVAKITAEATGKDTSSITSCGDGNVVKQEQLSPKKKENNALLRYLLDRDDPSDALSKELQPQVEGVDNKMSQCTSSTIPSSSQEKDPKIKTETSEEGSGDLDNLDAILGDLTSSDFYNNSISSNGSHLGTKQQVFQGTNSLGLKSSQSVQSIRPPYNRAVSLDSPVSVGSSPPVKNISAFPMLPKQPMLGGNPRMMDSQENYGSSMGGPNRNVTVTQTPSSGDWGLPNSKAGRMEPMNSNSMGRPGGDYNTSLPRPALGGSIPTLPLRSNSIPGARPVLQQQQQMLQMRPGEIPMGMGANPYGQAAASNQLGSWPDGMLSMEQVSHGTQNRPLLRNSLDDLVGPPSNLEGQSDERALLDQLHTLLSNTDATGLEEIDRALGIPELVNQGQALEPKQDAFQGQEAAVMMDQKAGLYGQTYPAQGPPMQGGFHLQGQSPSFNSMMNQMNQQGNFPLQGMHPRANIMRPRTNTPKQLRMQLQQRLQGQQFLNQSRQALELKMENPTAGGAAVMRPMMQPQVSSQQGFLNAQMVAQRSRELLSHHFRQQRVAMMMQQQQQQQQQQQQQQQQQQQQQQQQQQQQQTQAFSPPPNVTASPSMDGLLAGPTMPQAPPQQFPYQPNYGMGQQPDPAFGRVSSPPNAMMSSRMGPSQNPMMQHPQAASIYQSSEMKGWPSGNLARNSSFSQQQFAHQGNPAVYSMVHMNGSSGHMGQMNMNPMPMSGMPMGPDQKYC
# Exocytosis inh – blocks lytic granule exocytosis | TALL-104 LAMP-1 surface exposure, flow cytometry; cells stimulated with thapsigargin and PMA | inhibition, % at 10 µM | actives 0.66% (n = 360,000);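 active means inhibition above about 55%, limit read from the data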
# NCOA2 inhibitor – human SRC2 (NCOA2) inhibition. Q15596. HEK293 GAL4-SRC2 luciferase reporter, luminescence. inhibition, % at 9 µM. actives 0.17% (n = 370,000);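 active means inhibition above the mean inhibition of all tested compounds plus 3 SD, set per campaign, cut at about 52% in these data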;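 further: 0% = DMSO treated cells and 100% = cells given Gossypol at 36 µM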
# TROY signal inh – TROY signaling inhibition; Q293 LMP1-TROYcd NF-kB luciferase reporter, 4 h; inhibition, % at 10 µM; actives 0.98% (n = 360,000);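 active means compounds whose plate-normalised and pattern-corrected inhibition of the luciferase reporter signal at the single screening dose is 50% or more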
# * = called active by the depositor; . = no result given. A portion of the library; rates above refer to the full screens.
SMILES,COUP-TFII inh,TLR9-MyD88 inh,ABHD5-PLIN5 inh,NR5A2 inv ag,TWEAK Fn14 block,NCOA1 inh,NOD2 RIPK2 PPI,SRC3 inh,Exocytosis inh,NCOA2 inhibitor,TROY signal inh
CN(CC(=O)Nc1ccccc1C(=O)NC1CC1)Cc1ccc(N(C)C)cc1,-3,2,-1,17,9,-35,0,-2,0,6,-5
COC(=O)c1c(N)sc(C(=O)N2CCOCC2)c1C,5,1,2,3,23,-9,-15,-22,2,0,31
COc1ccc(Cn2cc(CN(C)C3CN(Cc4cn(Cc5ccc(OC)cc5)nn4)S(=O)(=O)C3)nn2)cc1 (stereo not given),15,.,7,6,11,.,-4,.,0,14,-1
CC(C)(Oc1ccc(Cl)cc1)C(=O)Nc1c2c(nn1C(C)(C)C)CS(=O)(=O)C2,1,-4,13,-7,9,-2,-1,3,2,-5,27
COc1ccc(Cc2c(C3CCCCC3)nc3ccc(Cl)cn23)c(C)c1,4,.,-21,-1,33,3,4,10,-3,9,6
O=C(Nc1cccc(Cl)c1)c1ccccc1NC(=O)C1CCCCC1C(=O)O (stereo not given),-16,-1,-5,-59,-3,-28,-10,-27,-5,-57,-52
O=C(O)c1cc(-c2ccc3ccccc3n2)nc2ccccc12,-1,-4,6,-27,-6,-35,2,-94,-6,-39,-46
CC(C)c1cccc(C(C)C)c1OC(=O)[C@H]1OC(C(C)(C)C)=C[C@@H]1c1ccccc1,-11,-4,-6,-1,-1,-14,4,9,18,-6,19
Cc1[nH]c(C)c(S(=O)(=O)N2CCCCC2)c1C(=O)N1CCCC1,4,-8,-7,12,-13,13,-7,6,-11,7,-2
CC(C)C(=O)NC(c1ccccc1Cl)c1c(O)ccc2ccccc12 (stereo not given),.,5,3,-17,-9,12,-6,-1,2,.,9
CCC(=O)N1CCc2cc(Br)cc(S(=O)(=O)N3CCCC(C(=O)NC(C)(C)C)C3)c21 (stereo not given),4,-2,3,-25,0,-3,1,-8,4,-3,-16
Cc1ccc(S(=O)(=O)N(C)C)cc1NC(=O)c1c(-c2c(F)cccc2Cl)noc1C,8,4,0,-9,-11,-5,4,25,-1,-14,1
CC(=O)Nc1ccc(Nc2nnc(-c3ccc(C)c(S(=O)(=O)NCCO)c3)c3ccccc23)cc1,8,-3,-1,5,-7,-2,-2,0,-9,5,1
O=C(OCC(=O)N1CCc2ccccc2C1)c1cccc([N+](=O)[O-])c1,7,1,-1,14,-22,-3,1,13,-2,5,-58
CCOC(=O)C1(Cc2ccccc2)C(=O)N(CCCN(C)C)c2ccccc21 (stereo not given),22,.,2,8,4,11,1,10,24,-34,-7
Cc1cc(C)c(S(=O)(=O)Nc2ccc(O)c(Sc3ncn[nH]3)c2)cc1C,4,-4,8,-24,16,-1,-11,6,-2,6,8
ONC(=Nc1ccc(Cl)cc1)c1ccc(Cl)cc1,-20,-6,-1,-14,-16,-22,3,-20,-3,-42,-28
Cc1cc(-c2ccc(C(C)C)c(S(=O)(=O)N3CCOc4ccccc43)c2)on1,9,-7,-17,4,-7,-6,0,5,2,-7,15
CC[C@@H]1C(c2ccc(F)cc2)=NN(c2ccccc2)[C@H]1C(=O)N1CCOC1=O,1,-7,-3,11,1,15,0,-7,-3,16,-9
CC(=O)Nc1ccc(OCCOc2ccc(/C=C3\C(=N)N4N=C(C(C)C)SC4=NC3=O)cc2)cc1,4,-3,-5,10,23,-2,-1,-7,4,1,16
O=C(CCCC(=O)N(CC(=O)NC1CCCCC1)Cc1ccccc1)Nc1ccccn1,31,2,1,11,-6,1,-3,19,1,-12,-15
CCNc1nc(C)c(CN(C(C)=O)c2ccccc2)nc1C#N,1,0,-2,17,6,6,4,4,2,-1,4
Cc1cccc(N(CC(=O)NC(C)C)C(=O)c2ccc(N3CCCC3)nc2)c1,6,2,-1,7,3,3,-2,-13,-3,-19,1
Cc1cc(C)nc(N/N=C/C2=C(O)CC(c3ccc(F)cc3)CC2=O)n1 (stereo not given),6,.,-9,6,19,6,-6,19,10,-21,19
CN1OC[C@@H]2CN(C(=O)CCc3ccccc3)[C@H](c3ccccc3Br)C[C@@H]21,22,.,4,9,7,-5,0,-14,2,-9,6

# Entries shown so far that contain a carbonyl joined to an NH by a bond outside any ring:
SMILES,COUP-TFII inh,TLR9-MyD88 inh,ABHD5-PLIN5 inh,NR5A2 inv ag,TWEAK Fn14 block,NCOA1 inh,NOD2 RIPK2 PPI,SRC3 inh,Exocytosis inh,NCOA2 inhibitor,TROY signal inh
CN(CC(=O)Nc1ccccc1C(=O)NC1CC1)Cc1ccc(N(C)C)cc1,-3,2,-1,17,9,-35,0,-2,0,6,-5
CC(C)(Oc1ccc(Cl)cc1)C(=O)Nc1c2c(nn1C(C)(C)C)CS(=O)(=O)C2,1,-4,13,-7,9,-2,-1,3,2,-5,27
O=C(Nc1cccc(Cl)c1)c1ccccc1NC(=O)C1CCCCC1C(=O)O (stereo not given),-16,-1,-5,-59,-3,-28,-10,-27,-5,-57,-52
CC(C)C(=O)NC(c1ccccc1Cl)c1c(O)ccc2ccccc12 (stereo not given),.,5,3,-17,-9,12,-6,-1,2,.,9
CCC(=O)N1CCc2cc(Br)cc(S(=O)(=O)N3CCCC(C(=O)NC(C)(C)C)C3)c21 (stereo not given),4,-2,3,-25,0,-3,1,-8,4,-3,-16
Cc1ccc(S(=O)(=O)N(C)C)cc1NC(=O)c1c(-c2c(F)cccc2Cl)noc1C,8,4,0,-9,-11,-5,4,25,-1,-14,1
CC(=O)Nc1ccc(Nc2nnc(-c3ccc(C)c(S(=O)(=O)NCCO)c3)c3ccccc23)cc1,8,-3,-1,5,-7,-2,-2,0,-9,5,1
CC(=O)Nc1ccc(OCCOc2ccc(/C=C3\C(=N)N4N=C(C(C)C)SC4=NC3=O)cc2)cc1,4,-3,-5,10,23,-2,-1,-7,4,1,16
O=C(CCCC(=O)N(CC(=O)NC1CCCCC1)Cc1ccccc1)Nc1ccccn1,31,2,1,11,-6,1,-3,19,1,-12,-15
Cc1cccc(N(CC(=O)NC(C)C)C(=O)c2ccc(N3CCCC3)nc2)c1,6,2,-1,7,3,3,-2,-13,-3,-19,1

# Additional entries:
SMILES,COUP-TFII inh,TLR9-MyD88 inh,ABHD5-PLIN5 inh,NR5A2 inv ag,TWEAK Fn14 block,NCOA1 inh,NOD2 RIPK2 PPI,SRC3 inh,Exocytosis inh,NCOA2 inhibitor,TROY signal inh
CCOc1ccc(CN(C)C(=O)CCN2C(=O)c3ccccc3C2=O)cc1OC,-10,3,7,-10,-9,-9,6,-12,-7,13,-15
CCCNC(=O)C(Cc1cccc(C#N)c1)NC(=O)c1ccc(C#N)cc1 (stereo not given),-8,-14,-2,-39,-6,2,-1,7,5,-37,-2
COc1ccc(N2CCN(C(=O)CCCn3c(=S)[nH]c4cc5c(cc4c3=O)OCO5)CC2)cc1,-8,0,-1,11,12,-22,8,10,0,-14,13
COc1cc(/C=N/NC(=O)COc2ccc(-n3cnnn3)cc2)ccc1OCC(N)=O,6,-1,1,2,4,-21,-3,13,-3,-17,10
CCOC(=O)Cc1csc(SCC(=O)Nc2cc(C)ccc2OC)n1,1,6,6,-6,-1,5,9,9,-1,-22,11
COc1ccc(-c2ccc([C@H]3[C@@H]4C=CCC[C@@]4(C)C(=O)N3Cc3ccccc3)c(F)c2)cc1OC,1,-9,-1,8,-23,-6,-2,-18,5,-4,10
Cc1c(Cl)cccc1NC(=O)Cn1nnc(C(=O)NCc2cccs2)c1N,-4,6,-8,18,-4,-1,12,4,2,-17,7
COc1cc(CN2CCN(c3cccc(Cl)c3)CC2)cc(OC)c1OC,2,0,0,22,17,9,-7,-9,1,11,15
CSc1ccccc1NC(=O)c1c(C)noc1C,3,-9,1,2,-5,3,-3,-10,-2,2,2
Cc1cccc(C(=O)N2CCN(c3ncnc4c3cnn4-c3ccccc3)CC2)c1,16,7,4,11,6,0,0,14,-5,7,-6
c1ccc2nc(N3CCOCC3)c(N3CCOCC3)nc2c1,-4,9,-6,10,-15,1,-10,12,0,-20,-4
O=C(Nc1ccc(Cl)cc1)C1CCCN1C(=O)NCc1ccccc1 (stereo not given),-2,11,4,22,15,-14,-11,2,-13,-12,2
CN1CCN(C(=O)CCc2nnc3ccc(N4CCC5(CC4)OCCO5)nn23)CC1,-17,0,1,3,-4,2,-2,4,-2,-7,-12
CCNC(=O)C1(C)CCCN1C(=O)c1ccc(-c2ccccc2)cc1 (stereo not given),0,.,-4,4,-23,-6,0,4,1,-29,-3
O=C(O)CSc1nccn1-c1cccc(Cl)c1,20,-4,5,17,-8,-1,-5,6,-1,-1,-1
COCCN1CC(CNC(=O)c2cc(COc3ccccc3SC)on2)CC1=O (stereo not given),-5,-10,4,3,-5,-46,-5,-8,0,3,-30
Cc1ccc(S(=O)(=O)N2CCOCC2)cc1C(=O)Nc1ccc2c(c1)OCCO2,7,-8,3,10,5,6,-5,3,3,-4,4
CCN(CC)C(=O)C1=C(C)N(CCCOC)C(=O)C(CC(=O)NCc2cccs2)C1 (stereo not given),7,1,-3,12,12,-7,1,5,-4,-5,8
CC1(C)OC(=O)C(=NNc2ccc(O)cc2)C(=O)O1,12,12,-3,23,17,-28,8,1,0,-19,3
O=C(c1cccnc1)N1CCC(Oc2ccc(C(=O)N3CCCCO3)cc2)CC1,2,2,-2,4,21,-9,-1,15,-2,15,4
CCC(CC)C1C(C#N)=C(N)SC(N)=C1C#N,11,-15,-11,6,-5,10,1,-13,3,5,3
COc1ccc(/C=C/C(=O)NCc2cn(C)nc2C)cc1COc1ccc(Cl)cc1Br,.,7,2,14,-38,19,-45,2,-4,.,-7
O=C(Cc1ccc(S(=O)(=O)N2CCOCC2)s1)NC1CCCCC1,12,-10,7,16,-6,16,-16,12,13,-20,-3
Cc1cc(C(F)(F)F)nc(SCC(=O)Nc2cc(C)on2)n1,-2,6,-7,-2,6,-20,5,2,-5,14,2
O=C(COc1ccc2ccccc2c1CN1CCOCC1)N1CCc2ccccc21,16,7,2,-2,-20,-1,4,15,8,-7,-2
COc1ccc2c(c1)cc1c(=O)n(CC(=O)NCCCN3CCOCC3)nc(C)n12,-20,1,2,21,6,-4,0,-7,-2,2,-2
COC(=O)c1ccc(NC(=O)CNC(=O)c2sc3ccccc3c2Cl)cc1,7,0,6,-14,-16,-10,-4,13,-1,-4,-9
